Mito fusion yeast: mitochondrial division inhibition or fusion activation | S. cerevisiae fusion-defective mutant growth rescue, CellTiterGlo 48 h | Potency, µM (series often up to 46.1 µM), without a hit: at the top dose growth rescue (activation), hits mostly activators | actives 0.23% (n = 320,000);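 note: potency is the fitted concentration of half-maximal effect; % of control where 0% means no effect; nearly all actives have a fitted effect of over 45% in size; temperature-sensitive fusion mutants such as fzo1-1 at 37 °C on non-fermentable ethanol glycerol medium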
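Compounds are tested for their ability to restore growth of mitochondrial fusion-defective yeast strains at non-permissive 37C in YPEG medium over 48 hours. Viability is quantified by luciferase luminescence.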
PKM2 act: PKM2 (human) enzyme activation | Potency, µM (titrated, usually from 57.5 µM), for the others: top-dose activation, actives largely listed as activators | AID 1631 | purified PKM2, Kinase-Glo ATP luminescence, activation; response scale: 0% is enzyme alone, no compound | actives 0.34% (n = 260,000) | P14618; note: potency is the fitted concentration of half-maximal effect; % is set by controls: 0 for no effect and ±100 for the full control effect; nearly all actives have a fitted effect of over 55% in size
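ATP formation by purified human PK-M2, quantified via coupled luciferase luminescence after 1 h at room temperature with 0.1 mM ADP and 0.5 mM PEP final.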
ELG1 DNA repair: inhibitors of ELG1-dependent DNA repair in HEK293T cells; HEK293T ELG1-luciferase reporter, luminescence, 16 h; DNA damage induced by 5-fluorouridine; actives 2.3% (n = 330,000); Potency, µM (top dose mostly 46.1 µM), for inactives: at the highest dose activity change, negative = inhibition, usual class: inhibitors; note: potency is the fitted concentration of half-maximal effect; % is set by controls: 0 for no effect and ±100 for the full control effect; nearly all actives have a fitted effect of over 55% in size
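HEK293T cells expressing luciferase-tagged ELG1 (2,000/well) received 5-Fluorouridine plus compound or DMSO for 16 hr at 37 °C. Luciferase was read by ONE-Glo luminescence after 30 min at room temperature.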
Rab9 prom act: activates the Rab9 promoter. actives 2.8% (n = 320,000). AID 485297. Potency, µM (top dose mostly 9.22 µM), inactives show at the top dose activation, negative = inhibition, hits mostly activators. Huh7 Rab9 promoter-luciferase reporter, luminescence, 24 h; note: potency is the fitted concentration of half-maximal effect; % of control where 0% means no effect; nearly all actives have a fitted effect of over 60% in size
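Luciferase signal after 10 min detection reagent at ambient indicates Rab9 promoter upregulation; stably transfected Huh7 cells were treated 24 h with compound in DMSO at 37 °C, 5% CO2.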
VP16 counter: Gal4-VP16 reporter inhibition counter-screen; AID 2546; Potency, µM (titrated, usually from 53.6 µM), for the others: at the top dose activity, negative = inhibition, most hits filed as inhibitors; actives 3.5% (n = 310,000); Drosophila S2 Gal4-VP16 UAS-luciferase, luminescence, 20 h;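 note: Gal4-VP16 expression switched on by copper sulfate through the metallothionein promoter; potency is the fitted concentration of half-maximal effect; % is set by controls: 0 for no effect and ±100 for the full control effect; nearly all actives have a fitted effect of over 50% in size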
RORgamma inh: inhibitors of mouse ROR gamma transcriptional activity | actives 5.4% (n = 310,000) | Potency, µM (series often up to 53.6 µM), inactives show at the top dose activity change, negative = inhibition, usual class: inhibitors | Drosophila S2 Gal4-RORgamma UAS-luciferase reporter, 20 h | P51450 | AID 2551; note: potency is the fitted concentration of half-maximal effect; % is set by controls: 0 for no effect and ±100 for the full control effect; nearly all actives have a fitted effect of over 60% in size
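Luminescence from a UAS-regulated Photinus luciferase reporter in stably transfected Drosophila Schneider cells is measured; decreased signal marks ROR gamma inhibition. Fusion expression is induced by 700 uM copper sulfate for 20 hr.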
MBNL1-CUG inh: MBNL1-poly(CUG) RNA binding inhibition | Q9NR56 | TR-FRET MBNL1-His/biotin-(CUG)12 binding, 665/545 ratio | Potency, µM (doses to about 57.5 µM), without a hit: at the top dose activity change, negative = inhibition, usual class: inhibitors | actives 0.036% (n = 280,000); active = well fitted inhibition curve with a large enough effect in the signal ratio, with a control signal flat, not every such curve was filed as active; inconclusive = small, poorly fitted or top-dose-only effect, or effect the other way, or a change in a side signal; inactive = no such curve, though single readings can be large or run the other way; the % refers to the signal ratio; note: potency is the fitted concentration of half-maximal effect; % is set by controls: 0 for no effect and ±100 for the full control effect
Target sequence (Q9NR56 whole entry, looked up): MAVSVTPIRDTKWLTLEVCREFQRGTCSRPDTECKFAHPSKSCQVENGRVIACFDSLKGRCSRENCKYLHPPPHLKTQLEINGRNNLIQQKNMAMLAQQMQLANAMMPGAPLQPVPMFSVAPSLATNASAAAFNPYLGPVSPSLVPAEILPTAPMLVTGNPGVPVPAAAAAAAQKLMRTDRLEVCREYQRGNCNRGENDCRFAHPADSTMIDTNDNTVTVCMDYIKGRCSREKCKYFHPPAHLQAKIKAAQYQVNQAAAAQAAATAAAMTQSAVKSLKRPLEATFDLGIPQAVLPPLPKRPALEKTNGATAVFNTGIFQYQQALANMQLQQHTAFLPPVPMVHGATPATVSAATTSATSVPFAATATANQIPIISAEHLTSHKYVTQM
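TR-FRET readout: Ex 340 nm, 665/545 nm emission ratio, normalized to buffer-only (basal) and MBNL1-(CUG)12 controls. Complex of MBNL1-His with Biotin-(CUG)12, compounds 92 nM–58 uM, incubated 60 min at room temperature.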
Menin-MLL TR inh: displaces Texas Red mutant MLL peptide from human menin; Potency, µM (doses to about 61.6 µM), for the others: at the top dose FP activity change, negative = inhibition, usual class: inhibitors; Menin + Texas Red MLL mutant peptide, fluorescence polarization; actives 0.23% (n = 270,000); active = well fitted inhibition curve with a large enough effect in the polarisation, with a control signal flat, not every such curve was filed as active; inconclusive = small, poorly fitted or top-dose-only effect, or effect the other way, or a change in a side signal; inactive = no such curve, though single readings can be large or run the other way; the % refers to the polarisation; note: potency is the fitted concentration of half-maximal effect; % of control where 0% means no effect; many of its hits are not listed in these tables
FLuc modulator: counter-screen for miR-21 project: firefly luciferase inhibitors or activators. purified FLuc, Km substrates, luminescence inhibition. P08659. AID 588342. actives 6.9% (n = 360,000). Potency, µM (series often up to 57.5 µM), for the others: at the highest dose activity change, negative = inhibition, most hits filed as inhibitors;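 note: potency is the fitted concentration of half-maximal effect; plate controls were vehicle for no effect and reference inhibitor for full effect; nearly all actives have a fitted effect of over 55% in size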
Target sequence (P08659 whole entry, looked up): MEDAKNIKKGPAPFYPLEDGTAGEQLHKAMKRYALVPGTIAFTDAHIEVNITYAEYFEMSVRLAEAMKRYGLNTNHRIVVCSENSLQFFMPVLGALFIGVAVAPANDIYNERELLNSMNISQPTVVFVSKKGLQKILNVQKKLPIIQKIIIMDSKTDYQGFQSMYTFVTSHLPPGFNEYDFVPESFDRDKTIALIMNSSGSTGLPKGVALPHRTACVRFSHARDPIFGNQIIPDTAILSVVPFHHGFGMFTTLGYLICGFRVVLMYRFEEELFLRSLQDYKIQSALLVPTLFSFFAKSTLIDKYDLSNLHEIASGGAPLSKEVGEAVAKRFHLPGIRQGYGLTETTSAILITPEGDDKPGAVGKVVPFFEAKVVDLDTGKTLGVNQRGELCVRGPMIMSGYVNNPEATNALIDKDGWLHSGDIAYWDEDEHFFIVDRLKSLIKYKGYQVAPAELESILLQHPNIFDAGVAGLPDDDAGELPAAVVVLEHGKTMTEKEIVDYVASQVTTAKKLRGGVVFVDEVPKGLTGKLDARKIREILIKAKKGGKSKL
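Purified P. pyralis luciferase (10nM final) with 10uM D-luciferin and 10uM ATP (Km levels) in 50mM Tris acetate pH 7.5, 10mM Mg acetate, 0.01% Tween-20, 0.05% BSA; qHTS 6-point titration, ~60 µM downward; luminescence read.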
NPC1 promoter act: activators of NPC1 promoter; Huh7 NPC1 promoter luciferase reporter, 24 h; Potency, µM (titrated, usually from 9.22 µM), for the others: top-dose activation, actives largely listed as activators; actives 2.4% (n = 320,000);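 note: potency is the fitted concentration of half-maximal effect; % of control where 0% means no effect; nearly all actives have a fitted effect of over 60% in size; reporter is driven by a mutant NPC1 promoter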
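Huh7 cells stably carrying NPC1 promoter–luciferase, plated in Opti-MEM with 10% FBS for 2 h, were exposed to compound in DMSO for 24 h at 37 °C; luciferase reagent was added for 10 min and luminescence read.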
KCNH2 3.1 block: inhibitors of human KCNH2 3.1 potassium channel isoform; U2OS KCNH2 3.1, thallium flux FluxOr; stronger effect = lower value; activity change, % (tested at about 1.8 µM); actives 0.95% (n = 340,000);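 active = maximum activity change below -70%; inconclusive = maximum activity change from -70% to -50%; inactive = maximum activity change above -50%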;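 note: thallium influx rate constant from kinetic fluorescence after stimulation buffer; % is set by controls: 0 for no effect and ±100 for the full control effect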
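U2OS cells transduced with KCNH2 3.1 mutant virus (1.77 x 10^8 /mL, 4 h), plated overnight at 37 C, loaded 45 min with FluxOr dye plus Red40 quencher. Thallium flux rate constant from kinetic reads after stimulation buffer, normalised to controls.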
Active calls of the source: *; ? = inconclusive; nt = not tested or not shown; & = joins results of further samples; [ ] = remark or other dose. Unless noted, calls come from the whole dose curve; as a rule, active = well fitted curve in the direction sought with a large enough effect; inconclusive = small, poorly fitted or top-dose-only effect, or another doubt; inactive = no such curve, though single readings can be large; an effect the other way counts as inactive or inconclusive. A portion of the library, so the mix of outcomes need not match the whole.

SMILES	Mito fusion yeast	PKM2 act	ELG1 DNA repair	Rab9 prom act	VP16 counter	RORgamma inh	MBNL1-CUG inh	Menin-MLL TR inh	FLuc modulator	NPC1 promoter act	KCNH2 3.1 block
Cc1ccc(C(=O)N/C(=C\c2ccc(-c3ccc(Br)cc3)o2)C(=O)NCCCN(C)C)cc1	-7.8%	-1.1%	-17.1%	-6.4%	?	?	14.3%	-4.9%	-3.0%	-6.4%	-4.0
CC1=C(C(=O)OCc2ccccc2)C(c2ccccc2Cl)NC(=O)N1CCCCCC(=O)O (centres undefined)	1.4%	5.9%	?	-0.5%	-10.0%	1.78µM*	-7.1%	-6.4%	14.0%	4.9%	5.5
O=C(CC(NC(=O)c1ccccc1)c1ccccc1)Nc1ccc(F)c(F)c1 (centres undefined)	0.3%	0.7%	-12.4%	-4.2%	?	-37.2%	-8.6%	?	0.4%	0.5%	9.5
N#Cc1ccc(NC(=O)Cn2cnc([N+](=O)[O-])c2)cc1	-1.5%	-2.0%[11.5 µM]	9.2%	-3.4%	-0.7%	-13.7%	21.6%	15.1%	-1.9%	0.2%	-1.0
Cc1ccc(/C=C/C(=O)OCC(=O)N(CC(C)C)c2c(N)n(Cc3ccccc3)c(=O)[nH]c2=O)o1	-2.6%	nt	-3.5%	-6.1%	nt	nt	nt	nt	2.3%	-3.5%	-2.0
Cc1nc(CN2CCCC2=NC#N)n(-c2ccccc2)n1	-8.0%	3.9%	2.4%	4.7%	-5.1%	3.4%	4.1%	-0.4%	0.9%	-1.3%	-1.7
CCN1C(=O)CSC1=Nc1ccc(C(=O)O)cc1	1.6%	1.5%	-2.7%	2.7%	10.3%	-8.6%	-5.2%	-23.1%	-1.1%	-0.8%	-16.6
CCc1c(C)nc(N)n2c(SCC(=O)Nc3ccccc3)nnc12	-1.8%	2.0%	-4.1%	-0.2%	-12.8%	-15.6%	2.0%	8.2%	2.6%	0.4%	4.8
COc1cc(OC)cc(-c2c(-c3ccc(F)cc3)c3cc(Br)ccc3n2C)c1	15.5%	nt	11.5%	-1.1%	nt	nt	nt	nt	3.1%	0.2%	2.0
Cc1cc(C)n(-c2nc(C(F)(F)F)nc3ccccc23)n1	2.6%	1.6%	-2.1%	-7.6%	-6.2%	3.3%	-0.1%	-1.5%	-1.5%	-4.6%	-17.4
COc1cccc(CN(CC(=O)NCc2ccccc2)C(=O)c2csnn2)c1	-6.0%	1.3%	-8.9%	-7.1%	-0.4%	-16.3%	-1.7%	-10.8%	-0.5%	0.4%	-5.5
O=C(NNS(=O)(=O)c1ccccc1[N+](=O)[O-])c1ccncc1	-1.8%	-5.1%	-5.0%	-3.9%	-2.0%	-2.9%	-5.9%	9.5%	-1.1%	0.1%	-11.7
Cn1c(CNC(=O)CNC(=O)c2ccccc2)cc(=O)n(C)c1=O	-9.8%	-7.3%[0.46 µM]	-5.5%	-3.3%	-0.6%	-19.8%	-2.9%	-5.2%	-1.8%	-3.9%	3.0
CSc1cccc(NC(=O)COc2cccc3ccccc23)c1	0.8%	2.8%	-13.1%	-3.9%	6.3%	5.1%	6.2%	nt	-14.9%	4.0%	-3.6
CCCCCC(C)n1[nH]c(=O)cc1N (centres undefined)	-0.7%	-3.3%	-3.3%	-5.7%	-0.5%	3.6%	-4.5%	6.0%	1.7%	-3.9%	0.8
CCN(CC(=O)Nc1ccc(OC)cc1)C(=O)c1ccc2[nH]c3c(c2c1)CC(C)CC3 (centres undefined)	1.7%	nt	?	-5.5%	nt	nt	nt	nt	nt	-3.5%	3.0
CCOC(=O)[C@H]1[C@H]2COc3ccc(C)cc3[C@@H]2N2C(=O)CN(Cc3ccc(F)cc3)C(=O)[C@@]12C	-3.3%	nt	-15.3%	2.2%	nt	nt	nt	nt	0.4%	-1.2%	1.5
CN(CC(=O)N1CCN(c2ccccc2F)CC1)S(=O)(=O)c1cnc[nH]1	1.0%	-6.3%	9.6%	1.1%	10.9%	-19.2%	0.8%	4.6%	-0.1%	-1.5%	-0.8
COc1cc2c(cc1OC)C(C(=O)NCc1cccnc1)C(c1cccnc1)N(C)C2=O (centres undefined)	0.0%	-1.0%	0.4%	3.5%	-4.9%	8.0%	9.6%	-3.7%	-1.1%	-4.5%	-5.5
O=C(/C=C/c1ccccc1)CC(=O)c1ccccc1O	-2.1%	3.5%	?	?	11.2µM*	?	-4.9%	?	15.1µM*	25.7%	-17.2
Cc1nnc(NC(=O)Cc2cccs2)s1	0.4%	7.4%	-6.2%	1.3%	6.7%	-10.8%	-6.3%	15.6%	-0.6%	4.4%	1.1
CN(C)S(=O)(=O)c1ccc(N/C=C(\[N+](=O)[O-])S(=O)(=O)c2ccccc2)cc1	2.4%	nt	29.3%	-0.9%	-1.3%	10.8%	-5.5%	34.2%[activator]	-3.9%	3.6%	17.5
COc1ccc(Nc2nc(N3CCCCC3)c3ccccc3n2)cc1	-6.8%	0.1%	-1.2%	-7.8%	7.08µM*	17.8µM*	-13.0%	?	?	-4.5%	-12.9
O=C(NCC1CCCO1)c1cccc2ccccc12 (centres undefined)	-0.3%	-17.2%	?	-3.6%	-3.2%	1.8%	4.0%	-11.8%	1.3%	1.1%	-5.6
CCn1c(SCC(=O)OC(C)C)nnc1-c1ccccc1	-1.7%	-5.3%	-9.5%	0.9%	-9.6%	7.2%	nt	nt	3.5%	-7.8%	2.7
(continued)
SMILES	Mito fusion yeast	PKM2 act	ELG1 DNA repair	Rab9 prom act	VP16 counter	RORgamma inh	MBNL1-CUG inh	Menin-MLL TR inh	FLuc modulator	NPC1 promoter act	KCNH2 3.1 block
O=C(NCCCN1CCCCC1)c1ccc(CS(=O)c2ccc(Cl)cc2)o1 (centres undefined)	-0.5%	nt	?	-2.4%	-1.6%	-10.4%	-4.6%	nt	1.3%	-1.3%	14.7
CCOC(=O)c1cc([N+](=O)[O-])sc1NC(=O)c1ccc(S(=O)(=O)N2CC3(C)CC2CC(C)(C)C3)cc1 (centres undefined)	-8.3%	-4.9%	?	-33.1%[inhibitor]	-1.6%	16.2%	1.9%	-15.0%	0.4%	-12.8%	-6.4
COc1ccc(NC(=O)/C(C#N)=C\c2cc(C)n(-c3ccc(Oc4ccc([N+](=O)[O-])cn4)cc3)c2C)cc1	0.6%	-2.2%	?	-6.9%	2.5%	4.1%	11.3%	3.5%	1.3%	-9.7%	-19.7
C[C@@H](C(=O)Nc1ccc2ccccc2c1)[C@H]1C[C@]1(C)[C@H](NP(=O)(c1ccccc1)c1ccccc1)c1ccccc1	5.0%	-1.6%&-2.7%	?	-10.1%	3.3%&10.5%	17.2%&21.5%	10.2%	4.4%&5.7%	-0.8%	-3.5%	nt
O=C(NNc1cccc(Cl)n1)Nc1ccc(F)cc1	15.1%	4.7%	13.7%	1.3%	-0.6%	25.4%	-8.2%	1.5%	-2.1%	-2.8%	3.9
Cc1ccc(C)c(SCC(=O)Nc2cc(S(=O)(=O)N3CCOCC3)ccc2C)c1	-0.9%	nt	-2.3%	-1.7%	nt	nt	nt	nt	-0.5%	1.4%	8.6
COCCOC(=O)C1=C(C)NC2=C(C(=O)CCC2)C1c1cc2c(cc1Br)OCO2 (centres undefined)	-1.1%	2.6%	7.1%	7.7%	1.0%	-1.2%	12.0%	2.2%	-1.7%	-2.4%	3.7
S=c1[nH]nc(-c2n[nH]c3c2CCC3)n1/N=C/C=C/c1ccco1	3.8%	-0.8%	3.6%	1.6%	-0.2%	-12.8%	nt	nt	-5.4%	1.6%	7.1
CCOc1ccc(NC(=O)Cn2cc(C(C)=O)c3ccccc32)cc1	-0.4%	nt	-2.9%	-21.3%	-0.1%	18.7%	2.2%	?	0.2%	-26.6%	8.9
Cc1ccccc1NC(=O)CN1CCc2ccccc2C1	3.0%	-3.9%	-3.7%	1.0%	3.3%	11.3%	0.0%	-27.6%	-1.0%	-5.5%	-11.2
O=C(NCc1ccccc1)c1cc(-c2ccncc2)nc2ccccc12	18.4%	nt	0.0%	4.5%	2.1%	13.7%	?	-7.7%	-18.3%	0.1%	18.8
Cc1ccc(-c2csc3nc[nH]c(=S)c23)cc1	28.1%	2.7%	?	-3.0%	0.0141µM*	0.0251µM*	-2.1%	-9.2%	2.0%	-4.4%	-3.2
COc1ccc(CNC(=O)C(C)N=C2NS(=O)(=O)c3ccccc32)cc1OC (centres undefined)	-1.9%	3.0%	nt	nt	10.1%	7.4%	2.7%	1.5%	0.7%	nt	-0.9

High-throughput results (PubChem)
